# GPR151 activ: activators of human GPR151, primary screen, cell-based, PathHunter beta-arrestin, luminescence | G-protein coupled receptor 151 (Homo sapiens), Q8TDV0 | PathHunter beta-arrestin GPR151 cells | activation, % at 11.2 µM | actives 1% (n = 650,000) | AID 1508602, 2020; in the data active = activation above about 4.9%;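 also: 0% = median of compound wells and 100% = cells with positive control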
# TEAD-YAP block: TEAD-YAP interaction inhibition, primary screen, TEAD-YAP interaction inhibitor project, luminescence, HEK-TIYL cells; TEAD-Gal4/YAP UAS-luciferase luminescence; inhibition, % at 9.12 µM; actives 1.4% (n = 640,000); in the data active = inhibition above about 32%;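 also: 0% = median of test compound wells and 100% = reference inhibitor wells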
# MITF primary: MITF inhibitors, primary screen, biochemical, AlphaScreen, human. AlphaScreen MITF homodimerization, bead proximity signal. actives 0.91% (n = 650,000). Microphthalmia-associated transcription factor (Homo sapiens), O75030. inhibition, % at 2.6 µM; in the data active = inhibition above about 50%;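 also: 0% = vehicle wells with protein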
# FBW7 act: FBW7 E3 ligase activators, primary screen, biochemical, AlphaScreen, human | AlphaScreen FBW7–phospho-cyclin E peptide binding, activator screen | actives 0.13% (n = 650,000) | normalized activity (activation), % at 26.1 µM | F-box/WD repeat-containing protein 7 (Homo sapiens), Q969H0; in the data active = normalized activity above about 1.9%;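 also: purified mutant Fbw7 with reduced substrate affinity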
# Target sequence (Q969H0 whole entry, looked up): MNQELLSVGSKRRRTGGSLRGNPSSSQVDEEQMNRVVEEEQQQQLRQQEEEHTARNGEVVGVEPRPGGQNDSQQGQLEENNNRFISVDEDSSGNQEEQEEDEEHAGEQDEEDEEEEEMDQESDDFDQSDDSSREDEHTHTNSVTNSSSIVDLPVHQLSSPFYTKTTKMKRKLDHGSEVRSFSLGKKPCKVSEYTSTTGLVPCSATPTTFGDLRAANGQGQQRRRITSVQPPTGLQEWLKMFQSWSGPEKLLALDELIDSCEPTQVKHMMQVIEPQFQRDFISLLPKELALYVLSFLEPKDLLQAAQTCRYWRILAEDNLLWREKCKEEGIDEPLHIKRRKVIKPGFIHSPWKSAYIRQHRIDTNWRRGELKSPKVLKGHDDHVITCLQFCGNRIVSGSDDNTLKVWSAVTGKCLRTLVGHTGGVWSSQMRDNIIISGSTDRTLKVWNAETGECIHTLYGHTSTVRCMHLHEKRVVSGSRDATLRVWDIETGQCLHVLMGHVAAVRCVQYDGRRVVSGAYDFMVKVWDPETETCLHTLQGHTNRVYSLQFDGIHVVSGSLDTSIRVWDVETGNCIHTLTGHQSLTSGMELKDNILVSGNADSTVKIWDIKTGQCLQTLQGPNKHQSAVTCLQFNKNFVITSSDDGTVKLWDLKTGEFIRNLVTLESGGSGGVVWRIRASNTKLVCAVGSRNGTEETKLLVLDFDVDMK
# Numbers without * were called inactive; . = not tested or not shown; & = joins results of further samples.
Structure,GPR151 activ,TEAD-YAP block,MITF primary,FBW7 act
CCCN(CCC)S(=O)(=O)c1ccc2c(c1)n(C)c(=O)c(=O)n2C,0.4,1,2,-0.2
CCOc1ccc2[nH]c(=O)c(CN(CC3CCCO3)C(=O)C(F)(F)F)cc2c1 (stereo not drawn),1.5,-9,34,0.5
CC(C)(C)NCc1nc(-c2ccc(Cl)cc2)no1,0.0,-42,0,0.5
CN(C)CCn1c(=O)c2c(ncn2CC(O)CO)n(C)c1=O (stereo not drawn),-0.1,-13,18,1.2
Cc1c(CCC(=O)O)c(=O)oc2c(C)c(O)ccc12,0.8,2,2,0.0
O=C(C[n+]1cccc2ccccc21)c1ccc(-c2ccccc2)cc1,-1.2,6,23,0.3
O=C(CCC/C=C\C[C@H]1C(=O)C[C@@H](O)[C@@H]1/C=C/[C@@H](O)CCc1ccccc1)NC(CO)CO,4.3,.,-16,.
CCn1nnc(-c2ccccc2NC(=O)COc2ccc(Br)cc2)n1,-1.2,12,10,0.1
CCOC(=O)c1cc(=O)n2nc(-c3ccccc3F)nc2s1,0.9,5,-7,0.0
CC(=O)Nc1ccc(NC(=O)c2cccc(NCCCN3CCCC3=O)c2)cc1,-1.0,-8,-1,0.1
COc1ccc(C(=O)NC2CC2)cc1OC1CCN(CCC(C)c2ccc(C)o2)CC1 (stereo not drawn),2.1,-7,14,-0.1
CCCN1C(=O)c2ccc(C(=O)NCc3ccco3)cc2C1=O,0.0,-4,20,0.1
COc1ccc(N2CC(C(=O)Nc3cc(C)ccn3)CC2=O)cc1 (stereo not drawn),1.1,9,4,0.1
CC(C)(C)NC(=O)Cn1nc(-c2nccc3ccccc23)oc1=O,2.3,3,4,0.2
Cc1c(C(=O)N2CCC(C(=O)c3nccs3)CC2)cnn1C,0.4,-9,5,-0.1
COc1ccc(Cc2nc3ccc(S(=O)(=O)Nc4ccccc4OC)cc3[nH]2)cc1,1.9,2,6,0.1
Cc1cc(C(=O)NC23CC4CC(CC(C4)C2)C3)ccc1[N+](=O)[O-],0.6,-6,6,0.1
O=C(Cn1nc(-c2ccccc2)c2ccccc2c1=O)NCCO,1.7,-4,14,-0.3
COC(=O)c1sc2cc([N+](=O)[O-])cc(SCc3ccccc3)c2c1NC(C)=O,0.3,3,3,0.0
COc1cc(C2C(C(=O)OC3CCCC3)=C(C)NC3=C2C(=O)CC(C)(C)C3)cc(Cl)c1O (stereo not drawn),-1.2,10,-8,0.1
CCN(c1ccccc1)S(=O)(=O)c1ccc2[nH]cc(C(=O)NCCOC)c(=O)c2c1,1.6,0,16,-0.1
CCOC(=O)CSc1nc2sc(C)c(C)c2c(=O)[nH]1,0.5&-1.6,4&-7,-9&-19,0.0&-0.1
COC(CNC(=O)c1ccc2c(=O)n(CCCN3CCCC3=O)c(=S)[nH]c2c1)OC,1.1,3,14,0.1
CC(C)c1ccc(C2/C(=C(/O)c3ccc(Cl)cc3)C(=O)C(=O)N2CCC(=O)O)cc1 (stereo not drawn),-1.3,-5,-5,-0.1
Cc1ccc(N/N=C(\C#N)c2nnc3n2CCCCC3)c(C)c1,4.1,-5,-2,0.0
CCOc1ccccc1/C=C1\N=C(c2ccco2)OC1=O,1.3,6,-1,0.1
CSc1cccc(NC(=O)c2ccccc2Cl)c1,-1.5,-31,15,0.1
CCOC(=O)C1(CCOc2ccccc2)CCN(C(=O)c2csnn2)CC1,-1.3,-2,11,-0.1
C=CCOc1c(Br)cc(CNCC(C)O)cc1OCC (stereo not drawn),3.6,-2,0,0.0
O=C1C=C(Cl)C2C=CC3=C4C2=C1C=CC4C(Cl)=CC3=O (stereo not drawn),0.4,-6,4,0.1
O=C(NNc1nc(-c2ccccc2)c2cc(Br)ccc2n1)c1ccc(S(=O)(=O)N2CCOCC2)cc1,-0.7,11,5,-0.1
O=C(NCCN1CCOCC1)c1cc2ncc(Br)cn2n1,0.3,-4,8,0.2
O=C(Cn1cnc2sc3c(c2c1=O)CCCC3)NCCCC(=O)N1CCCc2ccccc21,-1.5,7,16,0.1
CC(=O)C(C)Oc1ccc2c(-c3ccccc3)cc(=O)oc2c1C (stereo not drawn),1.8,-3,-9,-0.1
CCn1c(SCC(=O)Nc2cc(C)ccc2C)nc2c(oc3ccccc32)c1=O,1.4,3,-3,0.0
CC(=O)N1CCC[C@H]1C(=O)N1CCC(c2[nH]ncc2-c2ccccc2C)CC1,2.3,-1,19,0.3
Cc1ccc(C(C)(C)C)cc1S(N)(=O)=O,1.1,0,-7,-0.1
CCOc1ccc2nc(SCC(=O)Nc3cc(C)on3)c(C)cc2c1,0.4,-3,-5,-0.1
Cc1ncc(CO)c(/C=N/NC(=O)c2cc(Br)ccc2O)c1O,0.8,4,13,-0.2
COc1ccc(C(=O)CC2OC(=O)c3c2ccc(OC)c3OC)c(OC)c1 (stereo not drawn),-1.2,10,16,-0.2
O=C(Cc1ccc(N2CCC(NC3CCCc4ccccc43)CC2)cc1)N1CCC(O)CC1 (stereo not drawn),1.0,2,5,0.0
CCCCN(C)S(=O)(=O)c1ccc2c(c1)OCCN2C(C)=O,1.4,-3,0,-0.1
CCOC(=O)c1[nH]c2ccc(C)cc2c1NC=O,0.1,-13,11,0.1
COc1cc(C(=O)OCC(=O)c2cccc3ccccc23)cc(OC)c1O,-0.6,-12,6,1.3
COc1cc([N+](=O)[O-])cc2c1OC1(C=Cc3c(ccc4ccccc34)O1)C(C)=C2 (stereo not drawn),0.1,3,2,0.0
Cc1ccc(N(CC(O)C(O)C(O)CO)N=Nc2ccc(Br)cc2)cc1C (stereo not drawn),-0.3,-20,3,-0.7
C=C(C)COc1ccc2c3c(c(=O)oc2c1C)CCCC3,0.2,-8,13,0.2
COc1ccccc1NC(=O)c1c(NCc2sccc2C)sc2c1CCC2,-0.3,-3,6,0.6
CC(C)NC(=O)C1COc2ccccc2O1 (stereo not drawn),1.1,8,10,0.0
O=C(NC1CC(=O)N(c2cccc(F)c2)C1)c1cccc([N+](=O)[O-])c1 (stereo not drawn),0.0,-3,8,-0.6
Nc1cc(=O)[nH]c2nnc(SCCOc3ccccc3)n12,0.0,-12,5,0.0
CC(C)CC(=O)NC1(C(F)(F)F)NC(=O)N(CC(C)C)C1=O (stereo not drawn),-1.7,13,21,0.4
C/C(=N\NC(N)=O)c1ccc(N2CCOCC2)cc1,-0.8,-3,5,0.1
COc1ccc(CCNC(=O)c2cc3c(=O)n4cccc(C)c4nc3s2)cc1OC,-0.7,11,-1,0.6
NC(=O)CSc1nnc(Cc2cccs2)n1C1CCCCC1,0.2,-2,8,0.0
COc1ccc(C)cc1NS(=O)(=O)c1cc(C(=O)O)c(Cl)cc1Cl,0.8,-4,6,0.7
CC(C)n1cnc2c(Nc3ccc(Oc4ccccc4)cc3)nc(-c3ccccc3)nc21,-0.3,-1,-6,0.6
CC(=O)OCCOCn1cnn2c(=O)c([N+](=O)[O-])c(C)nc12,-1.8,8,4,0.2
O=C(O)CSc1ccc(C(=O)Nc2ccc(OC(F)(F)C(F)F)cc2)cc1[N+](=O)[O-],-0.6,6,12,0.1
CCOc1ccc(-n2c(C)ccc2C)cc1,-0.4,1,-11,-0.1

# Continuation.
Structure,GPR151 activ,TEAD-YAP block,MITF primary,FBW7 act
CNC1(c2nnnn2-c2ccccc2C)CCCC1,0.0,3,20,0.2
CC(=O)Oc1ccccc1-c1nc2s/c(=C\c3ccc([N+](=O)[O-])cc3)c(=O)n2n1,-1.4,4,0,0.0
CC1=C(C(=O)OCCc2ccccc2)C(c2cccc(O)c2)C2=C(CC(c3cccs3)CC2=O)N1 (stereo not drawn),0.4,7,-2,0.3
CCOC(=O)N1CCN(Cn2c(=S)oc3ccccc32)CC1,1.8,3,-8,-0.2
COc1ccc(CNC(=O)CCCn2c3ccccc3c3cn[nH]c(=O)c32)cc1,0.3,6,-15,0.0
CCOC(=O)c1cnc(C)[nH]1,-0.8,-9,-10,-0.1
Cc1nnc2c(Nc3ccc(Br)cc3F)nc3ccccc3n12,0.2,-7,-14,-0.1
CN1CCN(C(=O)c2ccc(-c3nc(NCCO)c4ncn(-c5ccsc5)c4n3)cc2)CC1,-1.9,18,14,0.5
Cc1ccc(C2CC(C(F)(F)F)n3ncc(C(=O)N(C)C4CCCCC4)c3N2)cc1 (stereo not drawn),0.3,-2,-3,-0.2
CCN1CCN(C(c2nnnn2Cc2ccc(F)cc2)C(C)C)CC1 (stereo not drawn),0.2,-2,1,0.1
COc1ccc(-c2nn(CCC(=O)O)cc2/C=C2\SC(N)=NC2=O)cc1,0.8,-7,18,0.4
COc1ccc(C2C(C(=O)Nc3cccc(OC)c3)c3ccccc3C(=O)N2C)cc1 (stereo not drawn),0.1,-8,-1,0.1
CCCCSc1nc2c3cc(OC)ccc3n(C)c2c(=O)n1CCO,1.3,-6,8,0.0
CCOc1c(Br)cc(C2C(C(=O)OC)=CN(C)C=C2C(=O)OC)cc1OC,-0.9,-10,3,0.2
Cc1cc(N2CCN(c3cccc(Cl)c3)CC2)n2ncnc2n1,-0.6,9,-22,-0.1

# One compound at a time (already shown). Order of screens: GPR151 activ	TEAD-YAP block	MITF primary	FBW7 act
# Shown for `Cc1ccc(C2CC(C(F)(F)F)n3ncc(C(=O)N(C)C4CCCCC4)c3N2)cc1` (stereo not drawn) → 0.3	-2	-3	-0.2
# Shown for `CCOc1c(Br)cc(C2C(C(=O)OC)=CN(C)C=C2C(=O)OC)cc1OC` → -0.9	-10	3	0.2
# Shown for `CN1CCN(C(=O)c2ccc(-c3nc(NCCO)c4ncn(-c5ccsc5)c4n3)cc2)CC1` → -1.9	18	14	0.5
# Shown for `Cc1cc(N2CCN(c3cccc(Cl)c3)CC2)n2ncnc2n1` → -0.6	9	-22	-0.1
# Shown for `COc1ccc(CNC(=O)CCCn2c3ccccc3c3cn[nH]c(=O)c32)cc1` → 0.3	6	-15	0.0

# Additional entries follow.
Structure,GPR151 activ,TEAD-YAP block,MITF primary,FBW7 act
COc1ccc(OC)c(-n2nnc(-c3nc(-c4ccccc4F)no3)c2N)c1,-0.1,-39,-1,-0.1
O=C(Nc1cc(Cl)ccc1Cl)c1cc(S(=O)(=O)NCc2ccc(F)cc2)ccc1F,-0.9,-8,-1,-0.2
Nc1nc(NCc2nc3ccccc3[nH]2)cc(-c2ccccc2)n1,-0.4,-9,19,0.1
COc1cc(/C=N/O)cc(OC)c1OC,0.2,4,14,0.0
CCOC(=O)COc1ccc2c(=O)c(Oc3cccc(C)c3)coc2c1,0.2,2,7,0.4
O=C(O)C1CCN(Cc2ccc3c(c2)CCO3)CC1,-0.5,-5,-17,0.0
O=C(CCc1ccccc1)NN1C(=O)C2C3C=CC(C3)C2C1=O (stereo not drawn),0.1,-4,14,0.8
CCCCN(C)C(=O)c1nc2ccccn2c1CNCCCn1nnc2ccccc21,-1.0,-8,-4,-0.2
COC(=O)C1=C(C)N(Cc2ccco2)C(=O)/C1=C\c1ccc([N+](=O)[O-])cc1,0.2,0,22,-0.3
Cc1ccc(NC(=O)C2CCCN2S(=O)(=O)c2cccc3cccnc23)cc1 (stereo not drawn),-0.6,-14,6,0.1
O=C(Nc1sc2c(c1C(=O)Nc1cccc3ccccc13)CCCC2)c1ccccc1Br,-0.3,-5,0,-0.1
CCc1nn(CC(=O)N2CC(C)CC(C)C2)c(=O)c2cc3sc(C)cc3n12 (stereo not drawn),-0.3,-2,11,0.0
Cc1ccccc1N1CCN(c2nc(-c3ccccc3)c3cc(Br)ccc3n2)CC1,0.8,4,13,0.4
CN1C2C=C3C(C#N)=C(N)C(C#N)(C#N)[C@@H](c4ccc(F)cc4)[C@@H]3C1CC2 (stereo partly drawn),-0.2,-2,2,0.2
CC(C)(C)c1ccc(C2Oc3ccc(Br)cc3C3CC(c4ccccc4)=NN32)cc1 (stereo not drawn),-1.0,-14,15,0.0
O=Cc1ccc2[nH]c3cc(Cl)ccc3c(=O)c2c1,-0.9,0,9,0.2
CCn1cc(CNC(=O)CC2C(=O)NCCN2CC(C)(C)C)cn1 (stereo not drawn),0.0,1,0,0.0
O=C(CCC1CCCC1)Nc1ccon1,2.5,9,-4,0.0
CC1CCN(C(=O)CN2N=C(c3ccccc3)CCC2=O)CC1,0.2,1,4,-0.1
CS(=O)(=O)N1CCC(C(=O)NNC(=O)Nc2ccc(F)c(Cl)c2)CC1,-1.2,-1,17,0.4
Oc1ccc(/C=N/Nc2ncc(-c3ccccc3)cn2)c(O)c1,-1.3,62*,31,-0.6
O=C(O)/C(=C\c1cccs1)c1ccccc1,1.8,0,3,-0.1
O=C(NCC1CCC2(CCN(Cc3ccc4ncccc4c3)CC2)O1)C1CCCO1 (stereo not drawn),1.1,-3,2,2.1*
CC(=O)Nc1ccccc1OCCOc1cccc(Br)c1,-0.4,5,7,0.0

# Individual results from the entries so far.
# CC1=C(C(=O)OCCc2ccccc2)C(c2cccc(O)c2)C2=C(CC(c3cccs3)CC2=O)N1 (stereo not drawn) in GPR151 activ shows 0.4
# O=C(CCC/C=C\C[C@H]1C(=O)C[C@@H](O)[C@@H]1/C=C/[C@@H](O)CCc1ccccc1)NC(CO)CO in GPR151 activ shows 4.3

# Not a hit list, and some 3.4% of all compounds hit somewhere here.
